# Epigenetic derep = Quantitative High-Throughput Screen for Regulators of Epigenetic Control; murine LDR cells, GFP reporter derepression, 30 h; Potency, µM (top dose mostly 53.9 µM), for the others: top-dose GFP activation, hits mostly activators; 280,000 compounds, 0.2% hits; AID 1865, 2009; also: potency is read from the fitted curve at half-maximal effect; % of control where 0% means no effect; nearly all actives have a fitted effect of over 60% in size
#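 Reporter derepression read as number of fluorescent GFP-positive objects, 20-120 um in size, counted by laser-scanning cytometer. Mouse LDR line with an epigenetically silenced CMV-GFP locus; compound incubation 30 h, 37 C.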
# IMPase Li inh = qHTS Assay for Identifying the Cell-Membrane Permeable IMPase Inhibitors: Potentiation with Lithium. Potency, µM (top dose mostly 59.4 µM), inactives show at the top dose activity, negative = IMPase inhibition, actives largely listed as inhibitors. CHO-M1 cells, IP1 TR-FRET (IP-One), carbachol + lithium. 210,000 compounds, 0.35% hits;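 also: IP1 builds up when IMPase is blocked and the TR-FRET signal falls; potency is read from the fitted curve at half-maximal effect; plate controls were basal vehicle for no effect and high inhibitor control for full effect; nearly all actives have a fitted effect of over 50% in size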
#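 Steps: plate 2000 CHO-M1 cells per well and culture 16–30 h; add compound and lithium; incubate 30 min, 37C; add d2-IP1 tracer and Eu cryptate anti-IP1 antibody in lysis buffer; read after 10 min at room temperature.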
# HTT aggregate = qHTS Multiplex Assay to Identify Dual Action Probes in a Cell Model of Huntington: Aggregate Formation (GFP). Potency, µM (titrated, usually from 46.1 µM), without a hit: at the highest dose activity change, negative = inhibition, hits mostly inhibitors. PC12 HttQ103-GFP aggregates, Acumen cytometry, 40 h. 220,000 compounds, 1.1% hits; also: potency is read from the fitted curve at half-maximal effect; % is scaled to controls: 0 for no effect and ±100 for the full control effect; nearly all actives have a fitted effect of over 60% in size
#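 PC12/HTTQ103-GFP, ecdysone-inducible; teb 100 nM; cpd qHTS titration; GFP aggregates read on laser cytometer, Ex 488/Em 500-530 nm.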
# NPSR antagonist = qHTS Assay for Antagonists of the Neuropeptide S Receptor: cAMP Signal Transduction; Q6W5P4; CHO-NPSR cells, cAMP TR-FRET, antagonist mode; Potency, µM (doses to about 38.3 µM), for the others: at the highest dose activity change, negative = inhibition, most hits filed as inhibitors; 220,000 compounds, 1% hits; AID 1461, 2008; also: potency is read from the fitted curve at half-maximal effect; % is scaled to controls: 0 for no effect and ±100 for the full control effect; nearly all actives have a fitted effect of over 50% in size; many of its hits are not listed in these tables
# Target sequence (Q6W5P4 whole entry, looked up): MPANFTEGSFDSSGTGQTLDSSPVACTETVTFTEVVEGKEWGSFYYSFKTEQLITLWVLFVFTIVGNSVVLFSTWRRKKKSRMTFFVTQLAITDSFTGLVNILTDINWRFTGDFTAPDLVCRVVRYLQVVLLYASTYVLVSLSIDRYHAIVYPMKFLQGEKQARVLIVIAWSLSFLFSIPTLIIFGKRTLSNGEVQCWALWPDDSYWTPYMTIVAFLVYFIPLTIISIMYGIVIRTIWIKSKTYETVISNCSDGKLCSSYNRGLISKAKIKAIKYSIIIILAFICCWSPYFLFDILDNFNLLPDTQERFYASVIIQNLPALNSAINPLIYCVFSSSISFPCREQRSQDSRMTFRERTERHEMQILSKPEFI
# CBFb-RUNX1 inh = qHTS Assay for Compounds Blocking the Interaction Between CBF-beta and RUNX1 for the Treatment of Acute Myeloid Leukemia; 230,000 tested, under 10 active; Potency, µM (series often up to 59.8 µM), inactives show at the top dose activity, negative = inhibition, usual class: inhibitors; AlphaScreen CBFb-His/RUNX1-biotin binding, biochemical; Runt-related transcription factor 1 (Homo sapiens) + Core-binding factor subunit beta …; also: % of control where 0% means no effect
# Target sequence (Q01196 whole entry, looked up): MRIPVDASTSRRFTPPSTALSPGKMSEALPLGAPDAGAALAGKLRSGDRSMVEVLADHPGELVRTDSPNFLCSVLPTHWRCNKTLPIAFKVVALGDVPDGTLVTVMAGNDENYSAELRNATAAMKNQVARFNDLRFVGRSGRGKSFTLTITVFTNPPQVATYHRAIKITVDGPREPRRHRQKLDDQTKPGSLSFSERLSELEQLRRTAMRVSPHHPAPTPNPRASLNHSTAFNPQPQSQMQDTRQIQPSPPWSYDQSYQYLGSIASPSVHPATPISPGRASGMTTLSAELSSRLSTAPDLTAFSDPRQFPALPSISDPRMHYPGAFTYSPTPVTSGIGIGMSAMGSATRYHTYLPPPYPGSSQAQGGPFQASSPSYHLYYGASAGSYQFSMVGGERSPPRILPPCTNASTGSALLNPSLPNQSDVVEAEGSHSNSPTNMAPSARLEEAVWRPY
# Target sequence (Q13951 whole entry, looked up): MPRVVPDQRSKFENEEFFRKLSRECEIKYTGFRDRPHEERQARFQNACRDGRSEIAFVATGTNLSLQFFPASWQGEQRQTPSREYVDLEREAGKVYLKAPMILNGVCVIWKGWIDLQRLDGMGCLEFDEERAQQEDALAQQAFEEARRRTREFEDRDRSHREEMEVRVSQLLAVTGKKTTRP
#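 Bead-based AlphaScreen assay; binding partners His-tagged CBF-beta and biotinylated RUNX1 at 30 nM each. Compound exposure 15 min after a 20-min protein preincubation; bead step 90 min; all steps at room temperature.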
# KinaseGlo FLuc = Counterscreen for Luciferase (Kinase-Glo TM) Inhibition | Luciferin 4-monooxygenase (Photuris pensylvanica), Q27757 | Kinase-Glo luciferase, ATP luminescence, 8 min | Potency, µM (top dose mostly 38.3 µM), for the others: at the highest dose activity change, negative = inhibition, actives largely listed as inhibitors | 200,000 compounds, 0.28% hits | AID 1379, 2008; also: potency is read from the fitted curve at half-maximal effect; % is scaled to controls: 0 for no effect and ±100 for the full control effect; nearly all actives have a fitted effect of over 60% in size
#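 Substrate mix (final 50 mM imidazole pH 7.2, 50 mM KCl, 7 mM MgCl2, 10 uM ATP, 0.01% Tween 20, 0.05% BSA) plus pin-tool compound, then Kinase-Glo detection mix; 8 min ambient, luminescence read.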
# L3MBTL1 block = qHTS Assay for the Inhibitors of L3MBTL1 | AlphaScreen L3MBTL1–H3K9me1 peptide binding | 230,000 compounds, 0.66% hits | AID 485360, 2010 | Potency, µM (highest dose often 57.1 µM), inactives show at the highest dose activity, negative = inhibition, actives largely listed as inhibitors | Lethal(3)malignant brain tumor-like protein 1 (Homo sapiens), Q9Y468; also: potency is read from the fitted curve at half-maximal effect; % is scaled to controls: 0 for no effect and ±100 for the full control effect; nearly all actives have a fitted effect of over 60% in size
#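 L3MBTL1 (50 nM) pre-complexed 30 min with biotinylated H3(1-15)K9me1 peptide (75 nM), then compounds added for 30 min at room temperature; AlphaScreen streptavidin donor/nickel chelate acceptor beads (10 ug/mL final) read after 30 min dark incubation.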
# Numbers without * were called inactive; ? = inconclusive; . = not tested or not shown; [ ] = another dose, or the depositor's remark. Calls follow the shape of the dose curve; as a rule, active = well fitted curve in the direction sought with a large enough effect; inconclusive = small, poorly fitted or top-dose-only effect, or another doubt; inactive = no such curve, though single readings can be large; an effect the other way counts as inactive or inconclusive. This is a subset, so the mix of outcomes need not match the whole.
SMILES,Epigenetic derep,IMPase Li inh,HTT aggregate,NPSR antagonist,CBFb-RUNX1 inh,KinaseGlo FLuc,L3MBTL1 block
CCOc1ccc2nc(NCCNC(=O)C3CC3)c(C)cc2c1,0.1%,-25.1%[38.3 µM],-12.0%,-1.5%[46.1 µM],10.1%,-2.1%,1.2%
O=C(O)CCC(NC(=O)c1cncc(O)c1)C(=O)O (configuration not stated),0.0%,29.2%[38.3 µM],19.0%,-1.1%[46.1 µM],1.9%,16.1%,.
CCN(CC)c1ccc(S(=O)(=O)N2CCOCC2)cc1NS(C)(=O)=O,-1.3%,2.6%,-7.7%,12.0%,8.7%,-2.1%,-0.7%
CCOC(=O)c1c(N)sc2c1CCC(CC)C2 (configuration not stated),0.1%,16.9%[38.3 µM],-7.8%,-0.3%[46.1 µM],2.5%,-1.3%,.
C/C(N)=C(/C#N)C(=O)COC(=O)C(NS(=O)(=O)c1ccc(Cl)cc1)C(C)O (configuration not stated),-1.0%,-9.3%[38.3 µM],-4.7%,1.3%[46.1 µM],-6.1%,-7.5%,-8.3%
Oc1cc(Cl)cc(Cl)c1Cl,.,9.8%,.,.,3.9%[21.7 µM],.,2.2%
COC(=O)c1c(NC(NC(=O)CC(C)C)C(Cl)(Cl)Cl)sc2c1CCC2 (configuration not stated),1.3%,5.8%,-5.8%,?,-5.3%,3.2%,4.3%
CCOc1ccccc1NC(=O)c1cc(C(=O)c2cc(Br)ccc2O)coc1=N,1.4%,1.2%,?,-18.9%,-14.2%,1.8%,.
O=C(Nc1nccs1)c1ccc(Br)c(S(=O)(=O)N2CCOCC2)c1,-1.0%,2.6%,-29.6%,-0.6%[46.1 µM],-0.6%,0.2%,5.6%
NC(=O)Cc1nc(-c2ccc([N+](=O)[O-])cc2)cs1,-0.2%,4.1%,-27.0%,12.5%,-36.9%,-0.7%,.
O=C(Nc1ccc(Oc2ccccc2)cc1)c1ccco1,-1.6%,1.9%[38.3 µM],-16.9%,-17.7%[46.1 µM],6.1%,-6.5%,.
O=C(CCC(=O)c1cccs1)Nc1ccc(F)c(F)c1F,-1.5%,-12.3%[38.3 µM],13.8%,-15.6%[46.1 µM],1.5%,-0.3%,.
CCOC(=O)/C(C#N)=C/C1=C(N2CCOCC2)C(C)(C)OCC1,-2.1%,.,18.1%[9.22 µM],-4.9%,10.4%,.,5.1%
CCc1ccccc1NC(=O)NC1CCCCC1,-5.8%,-8.4%[38.3 µM],5.1%[9.22 µM],-2.3%[46.1 µM],0.5%,-0.2%,.
COc1ccc(CCC(=O)O)cc1OC,3.9%,.,14.6%[9.22 µM],11.1%,-1.8%,.,3.3%
CCN(CC)S(=O)(=O)c1cccc(-c2nnc(SCc3nnc(-c4cccs4)o3)n2N)c1,2.1%,1.1%[38.3 µM],5.4%,-14.3%[46.1 µM],2.8%,-0.5%,10.4%
Cc1c(C(=O)NNc2c(Cl)cccc2Cl)n(C)oc1=O,0.0%,.,12.2%[9.22 µM],-3.7%,3.3%,.,9.6%
COc1ccccc1NS(=O)(=O)c1cccc(C(=O)N/N=C/c2c(C)nn(-c3ccccc3)c2N2CCCC2)c1,0.0%,-0.7%,-28.3%,-23.7%,2.5%,2.4%,-1.4%
CCCCNC(=S)NC1CCCC1,0.0%,8.4%,-7.1%,24.5%,3.6%,-2.2%,6.5%
Cc1cc(N)c(-n2cc3c(=O)n(C)c(=O)n(C)c3c2)cc1C,?,41.0%[activator][38.3 µM],4.7%,-14.3%[46.1 µM],-1.1%,-17.2%,.
CC(C)c1cc(C(=O)Nc2sc3c(c2C#N)CCC3)no1,0.2%,8.1%[38.3 µM],-1.9%,-0.4%[46.1 µM],12.3%,-2.6%,5.4%
COc1ccc(-n2nnc3c(=O)n(Cc4cccc(C)c4)cnc32)cc1,0.0%,12.2%[38.3 µM],21.4%,-23.4%[46.1 µM],-2.0%,0.0%,8.2%
Cc1nn(C)c(C)c1N1C(=O)c2cccc3c(Br)ccc(c23)C1=O,-1.2%,5.7%,-0.2%,5.3%[46.1 µM],8.5%,-6.5%,?
CCOC(=O)NC(=O)CSc1nc2ccc(OCC)cc2[nH]1,-1.3%,-2.2%[38.3 µM],11.7%,-3.8%[46.1 µM],-3.9%,-1.3%,3.9%
c1ccc2c(c1)Oc1cccc3cccc-2c13,0.0%,.,4.0%[9.22 µM],2.5%,?,.,.
COC(=O)c1c(NC(=O)c2ccccc2)sc(C(=O)c2ccccc2)c1C,2.7%,?,?,-14.7%[46.1 µM],4.0%,-0.7%,30.9%[activator]
COc1cnc(-c2ccccn2)[nH]c1=O,-0.4%,2.2%,?,2.9%,?,0.2%,10µM*
CN1CCC(C(=O)N2CCCC(C(=O)c3ccc4c5c(cccc35)CC4)C2)CC1 (configuration not stated),-0.2%,1.2%,16.3%[9.22 µM],-3.5%,7.3%,.,-18.9%
CCCn1nc(NC(=O)c2cccs2)c2cc3cc(OC)ccc3nc21,0.0%,32.8%[activator][38.3 µM],28.1%,-6.1%[46.1 µM],?,-2.6%,27.9%[11.4 µM]
O=C(N/N=C/c1cn(Cc2ccccc2)c2ccccc12)c1cccnc1,0.0%,0.1%,-32.4%,10.2%,-4.9%,-1.5%,-5.9%
CC(C)(C)NC(=O)CSc1nnc(NC(=O)c2ccccc2Cl)s1,-0.2%,0.4%,16.0%,-6.2%,-2.0%,-7.3%,-18.5%
Cc1csc(NC(=O)C2CCN(S(=O)(=O)c3cccs3)CC2)n1,0.5%,0.1%,10.7%,-4.9%,-1.6%,-0.5%,0.2%
CN(C(=O)Nc1ccc(C(C)(C)C)cc1)C1CCCCC1,2.0%,.,-5.0%[9.22 µM],-30.0%,4.0%,.,-15.7%
Cc1cc(NC2CCCCC2)nc(-c2ccccc2O)n1,-0.3%,.,-26.9%,-19.7%[46.1 µM],21.2%,.,16.3%
O=C(NCCC1=CCCCC1)NC1CCCCC1,-0.8%,-2.1%,7.8%,-3.1%[46.1 µM],-0.1%,0.4%,4.5%
CC(CN(C(N)=O)c1ccccc1O)C(=O)O (configuration not stated),0.0%,25.0%[38.3 µM],-3.2%,-2.2%[46.1 µM],-3.2%,-2.8%,.
O=C(c1ccccc1)N1CCN(C(=O)c2ccccc2)CC1,-0.5%,-3.5%,9.8%,-3.9%[46.1 µM],-6.8%,3.9%,11.2%
Cc1ccc(CNC(=O)CCSCCC(=O)NCc2ccc(C)cc2)cc1,1.7%,25.9%[38.3 µM],2.9%,-1.3%[46.1 µM],-0.8%,16.7%,.
CCOC(=O)c1sc(N(Cc2ccccc2)C(=O)CSc2ncn[nH]2)nc1C,-5.8%,38.9%[activator][38.3 µM],1.1%,-22.5%[46.1 µM],-7.5%,-4.6%,.
CCOC(=O)c1nc(S(C)(=O)=O)ncc1N1CCOCC1,1.0%,3.5%[38.3 µM],-7.4%,7.4%[46.1 µM],2.3%,0.6%,?
O=C(NCCCN1CCCC1=O)c1ccc2c(=O)n(-c3ccc(F)cc3)c(=S)[nH]c2c1,0.9%,8.8%,6.3%,0.6%,0.9%,-1.2%,6.3%
CC(C)c1ccc(NC(=O)NC2CCN(CC(=O)Nc3cccc4ccccc34)CC2)cc1,1.5%,14.2%[38.3 µM],-31.4%,-10.7%[46.1 µM],-1.4%,17.0%,.
C/C(=N\NC(=O)CNC(=O)c1ccc2c(c1)OCO2)c1ccco1,0.0%,4.3%,-6.4%,18.2%,-1.0%,1.2%,-2.1%
CN1CCN(C2CCCCCC2)CC1,-1.0%,5.6%,2.5%,4.9%,2.3%,-0.5%,4.9%
O=C(COCC(=O)N1CCOCC1)N1CCOCC1,-6.5%,0.9%,12.7%,6.4%,9.0%,2.8%,?

# Compound profiles, as listed above. Screens in order: Epigenetic derep | IMPase Li inh | HTT aggregate | NPSR antagonist | CBFb-RUNX1 inh | KinaseGlo FLuc | L3MBTL1 block
# CCOC(=O)c1sc(N(Cc2ccccc2)C(=O)CSc2ncn[nH]2)nc1C is listed as -5.8% | 38.9%[activator][38.3 µM] | 1.1% | -22.5%[46.1 µM] | -7.5% | -4.6% | .
# CC(C)(C)NC(=O)CSc1nnc(NC(=O)c2ccccc2Cl)s1 is listed as -0.2% | 0.4% | 16.0% | -6.2% | -2.0% | -7.3% | -18.5%

# Later entries
SMILES,Epigenetic derep,IMPase Li inh,HTT aggregate,NPSR antagonist,CBFb-RUNX1 inh,KinaseGlo FLuc,L3MBTL1 block
CC(C)NC(=O)COC(=O)CNC(=O)c1cc(Cl)cc([N+](=O)[O-])c1,0.0%,0.3%,-8.8%,13.3%[46.1 µM],-0.8%,2.7%,7.5%
COc1ccc(-c2nc(N)ncc2-c2csc(C)n2)c(O)c1,-2.5%,-2.9%[38.3 µM],14.2%,-6.0%[46.1 µM],2.8%,-2.5%,-2.9%
Cc1ccc(C(NC(N)=O)c2ccccc2)cc1 (configuration not stated),0.1%,14.9%[38.3 µM],-19.2%,-4.2%[46.1 µM],19.7%,-2.3%,.
COc1ccc(NC(=O)c2c(C)oc3c2CCCC3)cc1,2.9%,3.8%[38.3 µM],12.6%,-18.2%[46.1 µM],2.3%,-2.4%,1.3%
O=S(=O)(NCc1ccccc1)c1ccc(Br)c2nsnc12,-1.1%,.,11.3%[9.22 µM],-17.4%,-5.6%,.,.
Cc1cc(C(C)(C)C)cc(S(=O)(=O)NCC(=O)O)c1C,-1.1%,29.6%[38.3 µM],8.3%,-4.4%[46.1 µM],-1.2%,6.5%,22.3%
CCN(CC)c1ccc(/C=N/NC(=O)c2cccc(S(=O)(=O)N3CCOCC3)c2)c(O)c1,-2.6%,-5.0%,?,-14.3%,13.2%,-1.6%,-2.4%
COc1ccc(C/C(N)=N/OC(=O)c2ccc(Cl)cc2)cc1,-0.1%,-3.8%,6.5%,15.4%,11.4%,-1.2%,.
COC(=O)c1c(C)[nH]c(C)c1-c1ccccc1Cl,-1.1%,14.6%[38.3 µM],8.91µM*,4.4%[46.1 µM],-0.8%,-6.1%,-11.2%
COc1cc(OC)cc(C(=O)N2CCN(Cc3cccc(F)c3)CC2)c1,1.7%,7.4%[38.3 µM],?,5.6%[46.1 µM],0.1%,1.4%,2.6%
Cc1nn(C)cc1C(C)NCc1c(C(=O)N2CCCCCCC2)nc2ccc(Cl)cn12 (configuration not stated),0.0%,7.1%,7.7%[9.22 µM],-2.9%,10.4%,.,-1.5%

# Compound activity from PubChem BioAssay.
